# Assay outcomes as filed in PubChem.
# RPL19A TOR yeast = yeast TOR pathway RPL19A-GFP modulation. S. cerevisiae RPL19A-GFP strain, flow cytometry, 3 h; hits give low values. percent response vs DMSO, % at 10 µM. hit rate 0.3% among 330,000. AID 2025;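 active = percent response vs DMSO below 50%; inconclusive = fewer than 70 events counted for the yeast strain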;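 also: median channel GFP fluorescence of the barcoded RPL19A-GFP strain; ratio of sample median GFP to plate DMSO average so 100% = DMSO; lower means less RPL19A-GFP as with rapamycin TOR inhibition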
# AGP1 TOR yeast = modulators of TOR pathway AGP1-GFP in S. cerevisiae | S. cerevisiae AGP1-GFP multiplex flow cytometry, 3 h; GFP as percent of DMSO wells | GFP response vs DMSO, % at 10 µM | hit rate 0.02% among 320,000;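 active = GFP response relative to DMSO above a set limit, near screen average plus 3 SD, cut at about 150% in these data; inconclusive = fewer than 70 cells counted for the yeast strain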;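 also: median GFP channel fluorescence of the gated AGP1 strain per well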
# CIT2 TOR yeast = alters CIT2-GFP fluorescence in TOR pathway yeast screen | S. cerevisiae CIT2-GFP strain, flow cytometry, 3 h; 100 means same as DMSO wells | GFP response vs DMSO, % at 10 µM | hit rate 0.065% among 320,000;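 active = GFP response relative to DMSO above a set limit, near the screen mean plus 3 SD, cut at about 150% in these data; inconclusive = Fewer than 70 cells measured for a yeast strain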;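 also: ratio of well median GFP fluorescence to mean of DMSO wells on the plate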
# VLA-4 inh = inhibition in a human VLA-4 binding assay; inhibition, % (about 7 µM as worked out from the volumes in the protocol); hit rate 0.2% among 330,000; VLA-4 expressing cells, ligand binding flow cytometry; in the data active = inhibition above about 50%
# Target sequence (P13612 whole entry, looked up): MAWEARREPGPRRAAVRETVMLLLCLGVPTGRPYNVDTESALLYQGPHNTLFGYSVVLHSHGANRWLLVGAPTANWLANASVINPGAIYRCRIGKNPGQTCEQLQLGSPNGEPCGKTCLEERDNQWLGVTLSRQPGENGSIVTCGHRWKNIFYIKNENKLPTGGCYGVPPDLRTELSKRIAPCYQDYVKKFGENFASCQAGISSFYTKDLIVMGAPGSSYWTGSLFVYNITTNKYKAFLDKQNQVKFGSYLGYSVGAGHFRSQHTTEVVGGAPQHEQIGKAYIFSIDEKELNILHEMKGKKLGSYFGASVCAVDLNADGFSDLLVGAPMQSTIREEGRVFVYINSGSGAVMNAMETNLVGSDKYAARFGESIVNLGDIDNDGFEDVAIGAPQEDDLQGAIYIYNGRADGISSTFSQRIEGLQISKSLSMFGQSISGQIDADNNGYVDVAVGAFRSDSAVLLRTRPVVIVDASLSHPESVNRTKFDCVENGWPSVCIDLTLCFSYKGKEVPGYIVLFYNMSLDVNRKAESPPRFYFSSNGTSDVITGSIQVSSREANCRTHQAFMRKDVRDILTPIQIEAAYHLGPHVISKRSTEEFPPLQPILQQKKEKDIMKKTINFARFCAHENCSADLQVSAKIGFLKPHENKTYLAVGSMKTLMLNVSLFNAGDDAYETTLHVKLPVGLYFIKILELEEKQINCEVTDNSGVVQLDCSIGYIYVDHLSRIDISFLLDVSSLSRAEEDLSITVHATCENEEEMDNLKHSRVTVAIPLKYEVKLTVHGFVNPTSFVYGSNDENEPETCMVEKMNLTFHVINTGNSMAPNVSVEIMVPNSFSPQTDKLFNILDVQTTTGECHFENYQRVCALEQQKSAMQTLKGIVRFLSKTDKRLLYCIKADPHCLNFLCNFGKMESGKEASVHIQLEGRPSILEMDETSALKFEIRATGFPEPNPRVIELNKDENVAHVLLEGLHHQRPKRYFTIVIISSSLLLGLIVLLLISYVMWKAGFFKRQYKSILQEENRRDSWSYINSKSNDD
# LAP4-GFP MLPCN = alters LAP4-GFP fluorescence in TOR pathway yeast screen. S. cerevisiae LAP4-GFP multiplex, flow cytometry GFP, 3 h; median GFP as percent of DMSO wells. GFP response vs DMSO, % at 10 µM. hit rate 0.34% among 320,000;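 active = GFP response vs DMSO above a set limit, about the screen mean plus 3 SD, cut at about 150% in these data; inconclusive = under 70 cell events counted for the yeast strain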
# JMJD2C inh = human JMJD2C demethylase inhibition; Q9H3R0; GST-JMJD2C(1-420) H3K9me3 demethylation, DELFIA europium; inhibition, % at 2.35 µM; hit rate 0.069% among 330,000; AID 2099;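 active = more than half of a compound's replicate wells show inhibition beyond 50%, single wells judged on their own value; inconclusive = some, but no more than half, of replicates pass 50% inhibition; inactive = no replicate passes 50% inhibition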;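 also: signal counts dimethyl H3K9 product captured on neutravidin plate; 0% = median of DMSO wells and 100% = 0.3 times that DMSO median; strong numbers were not always called active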
# MEP2-GFP yeast = alters MEP2-GFP fluorescence in TOR pathway yeast screen | S. cerevisiae MEP2-GFP strain, flow cytometry GFP, 3 h; 100% = DMSO control level | GFP response vs DMSO, % at 10 µM | hit rate 0.51% among 330,000;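 active = GFP response versus DMSO above a set limit, roughly screen mean plus 3 SD, cut at about 180% in these data; inconclusive = fewer than 70 cells counted for a yeast strain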;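 also: median GFP fluorescence of the barcode-gated MEP2-GFP cells per well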
# GRK2 inh = blocks RNA aptamer binding to human GRK2; P25098; bead flow cytometry, FAM-aptamer displacement from GRK2; inhibition of aptamer binding, % at 10 µM; hit rate 0.59% among 330,000;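 active = inhibition of aptamer binding above 40%, roughly 3 SD of noise, on plates passing a quality check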;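 also: median bead fluorescence of bound FAM aptamer so fluorescent compounds give negative values; no value below 0 was filed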
# * hit, by the source's call; i = inactive; ? = inconclusive; / = not tested or not shown.
SMILES,RPL19A TOR yeast,AGP1 TOR yeast,CIT2 TOR yeast,VLA-4 inh,LAP4-GFP MLPCN,JMJD2C inh,MEP2-GFP yeast,GRK2 inh
C=Cn1cc[n+](CC(=O)c2ccc(-c3ccccc3)cc2)c1,113,98,102,4,97,-7,110,3
COc1ccc(NC(=O)c2cc(S(=O)(=O)N3CCCCC3)c[nH]2)c(OC)c1,97,100,98,-11,99,-4,103,1
O=C(N/N=C/c1ccc2c(c1)OCO2)/C(=C/c1ccc2c(c1)OCO2)NC(=O)c1ccccc1,95,100,97,-3,97,4,96,2
O=C(COC(=O)CNC(=O)C1CCCCC1)Nc1cc(C(F)(F)F)ccc1Cl,98,101,94,-6,103,1,101,1
CCCOc1ccc(S(=O)(=O)n2cc(F)c(=O)[nH]c2=O)cc1,99,98,99,9,96,-17,106,0
COc1cccc(CN(C(=O)Cc2c[nH]c3ccccc23)C(C(=O)NC2CCCCC2)c2ccc(C)o2)c1 (stereo not drawn),97,93,95,48,86,9,98,2
COc1ccccc1CNC(=O)CSc1nc(-c2ccccc2)cn1N,101,104,107,1,98,-3,100,4
Cc1nc(/C(N)=N/OC(=O)Cc2ccccc2)no1,98,98,101,8,97,6,97,0
COc1ccc(-c2cc(-c3ccccc3)c(C#N)c(S(C)=O)n2)cc1 (stereo not drawn),92,96,97,23,/,1,96,0
O=C(OCC(=O)c1ccc[nH]1)c1ccc2ccccc2n1,94,89,93,-3,96,-6,99,0
CCOc1ncccc1C(=O)Nc1nc(SC)ns1,96,96,87,1,122,-3,109,2
COc1ccc(NC(=O)Nc2ccc(OC)c(OC)c2)c([N+](=O)[O-])c1,102,101,101,3,97,0,102,0
O=C(Nc1ccc(NC(=S)NC(=O)c2ccccc2F)cc1)c1cccs1,99,96,/,1,92,-11,96,0
COC(=O)c1ccc(NC(C)=O)o1,102,104,98,6,104,3,100,3
CCCC(C(=O)Nc1ccncc1)c1ccccc1 (stereo not drawn),100,98,93,4,95,12,98,0
CC1CCCC(C)N1C(=O)COC(=O)c1ccccc1O (stereo not drawn),99,99,94,-3,100,11,102,0
CCCN1Cc2cccc(C(=O)Nc3ccc(C)cc3)c2C1=O,97,101,99,2,98,3,99,0
CCCN1CCN(CCCNC(=S)Nc2ccc(OC)cc2)CC1,101,108,102,2,96,-2,90,3
CCCCNc1nc(-c2ccccc2)nc(-n2ccnc2)n1,106,96,100,19,112,33,104,1
O=C(N/N=C/c1ccoc1)c1ccccc1O,90,99,102,18,96,4,83,14
CCOc1ccc(OCCSc2nc3ccccc3c(=O)[nH]2)cc1,99,100,95,20,100,-1,103,4
CCC(C)c1ccc(-n2c(=O)c3ccccc3n3c(=S)[nH]nc23)cc1 (stereo not drawn),100,102,103,3,87,3,103,2
Cc1nc(NNC(=O)c2ccccc2)cc(-c2ccccc2)n1,95,93,97,11,94,7,95,1
CCOC(=O)C1=C(C)N=c2s/c(=C\c3cccc(OCC(=O)O)c3)c(=O)n2C1c1ccccc1OC (stereo not drawn),104,104,108,0,96,-11,103,0
Cc1c(NC(=O)c2cccc(NC(=O)Cc3c(F)cccc3Cl)c2)c(=O)n(-c2ccccc2)n1C,94,97,96,-5,102,7,98,0
Fc1ccc(OCCCCCCN2CCCC2)cc1,101,108,105,-2,102,0,103,0
CC(C)Nc1nc(NC(C)C)nc(N(C)C(N)=O)n1,101,101,107,31,103,-14,101,0
Cn1c(=O)n(Cc2ccccc2Br)c2ccccc21,94,97,94,-19,99,3,90,6
CC(C)NC(=O)CN1CCN(C(=O)c2ccc3oc(CCCc4ccccc4)nc3c2)CC1,103,102,102,-3,100,-3,88,1
CN(CC(=O)Nc1ccc(Cl)c(C(F)(F)F)c1)C(=O)/C=C/c1ccco1,105,104,103,13,99,2,105,0
CCOc1ccc(C2CC(c3ccc(OC)cc3)n3ncnc3N2)cc1 (stereo not drawn),99,102,97,-5,97,-2,109,1
CNC(=O)CCc1ccc(OC)cc1,111,113,102,-4,111,8,109,0
Cn1c(-c2ccc(F)c(F)c2)cc2onc(-c3ccccc3)c2c1=O,94,79,71,-7,121,-5,93,2
CC(=O)c1ccc(S(=O)(=O)N2CCC3(CC2)OCCO3)cc1,95,93,88,1,104,12,92,1
O=C1[C@@H]2[C@H](C(=O)N1O)[C@H]1C=C[C@@H]2C1,103,106,112,16,108,47,103,21
CCOc1ccccc1Nc1nnc(SCC(=O)NC(Cc2c[nH]c3ccccc23)C(=O)O)s1 (stereo not drawn),95,100,96,1,110,4,99,2
O=C(c1ccc([N+](=O)[O-])cc1)N(Cc1ccc(Cl)cc1)N1C(=O)CCCC1=O,95,93,87,2,93,1,96,1
Cc1nn(Cc2ccc([N+](=O)[O-])cc2)c(=O)n1-c1ccc(Cl)cc1,112,107,99,46,110,-20,115,33
Cc1ccc(Cn2ncc3c(N4CCN(c5ccc(C)cc5)CC4)ncnc32)cc1,100,101,98,27,99,-2,101,1
O=C(c1ccccc1)c1cc2ccccc2o1,92,91,92,9,99,-4,97,0
CCOC(CNC(=O)c1ccc(N2CCc3ccccc32)c([N+](=O)[O-])c1)OCC,103,98,104,4,110,1,108,0
CCN(CC)CCCN=C1N[C@@H](c2cccc(F)c2)C(C(=O)OC)=C(C)N1Cc1ccccc1,108,101,95,24,95,-1,102,51*
CCOC(=O)c1c(C)[nH]c(C)c1C=O,95,97,92,0,94,-2,98,0
CC(C)c1ccc(CNc2c([N+](=O)[O-])c(=O)oc3ccccc23)cc1,101,97,99,11,104,3,111,0
Cc1cc(C)n2nc(C(=O)OCC(=O)NNC(=O)c3ccc(Cl)cc3)nc2n1,100,104,103,3,110,34,106,0
Cn1c(=O)c2ncn(CC(=O)O)c2n(C)c1=O,105,106,107,-1,109,-26,107,0
CCN(CCn1cccn1)C(=O)C1CCC(=O)N(CC2CCCCC2)C1 (stereo not drawn),99,102,107,-4,101,-7,103,0
C=CCn1c2ccccc2c(=O)c2cc(C#Cc3cc(OC)cc(OC)c3)ccc21,101,91,92,24,105,-2,107,1
COCC(=O)Nc1ccc(C(C)C)cc1,?,?,?,7,?,0,?,1
COc1ccc2oc(-c3ccc(C)c(NC(=O)CSc4ccc(Cl)cc4)c3)nc2c1,97,101,101,5,92,-1,98,2
CCNC(=O)CN1C(=O)NC2(CCCc3cc(OC)ccc32)C1=O (stereo not drawn),90,90,98,14,91,-3,87,1
NNC(=O)c1nnn(-c2nonc2N)c1CN1CCCC1,94,92,97,4,86,-1,91,0
CCCCn1c(=O)[nH]c(=O)c2c1nc(-c1ccccc1F)n2Cc1ccccc1,99,108,111,0,107,3,111,1
CNC(=O)CSc1nnc(-c2cccs2)o1,90,99,94,-2,/,1,121,27
COC(=O)c1ccccc1NC(=O)Cn1cnc2c(cnn2-c2ccc(C)c(C)c2)c1=O,97,91,97,7,87,-6,94,2
Nc1cnn(C2OC(CO)C(O)C2O)c(=O)n1 (stereo not drawn),101,102,105,9,98,2,112,0
COC(=O)C1=C(C)N(C)C(=O)NC1c1c(OC)ccc2ccccc12 (stereo not drawn),96,94,95,6,92,-5,99,3
COc1cccc(NC(=O)Nc2ccc(C)c(Cl)c2)c1,95,91,90,-8,93,-23,89,0
O=C(N/C(=C\c1ccco1)C(=O)N1CCCCC1)c1ccc([N+](=O)[O-])cc1,98,97,96,-7,96,-14,94,2
COC(=O)c1ccc(-c2nc(CN3CCN(Cc4cccc(C)c4)CC3)c(C)o2)cc1,106,102,103,10,99,-19,109,0
# Next part.
SMILES,RPL19A TOR yeast,AGP1 TOR yeast,CIT2 TOR yeast,VLA-4 inh,LAP4-GFP MLPCN,JMJD2C inh,MEP2-GFP yeast,GRK2 inh
C=C(C)CN(CC)CCC(=O)Nc1ccc(OC)cc1OC,100,103,98,7,111,-4,99,0
CN(C)c1oc(-c2ccccc2Cl)nc1S(=O)(=O)c1ccccc1,101,95,86,-3,93,9,87,0
CC(C)n1ncc2c(C(=O)N3CCN(c4ccccc4)CC3)cc(-c3ccccc3)nc21,92,100,89,3,110,0,98,0
CC(=NC1CCCCC1)C1=C(O)c2ccccc2C1=O,101,104,102,-15,113,-8,109,0
O=C(Cn1cc([N+](=O)[O-])cn1)NCCc1nc2ccccc2[nH]1,104,95,104,4,99,-9,101,0
COc1ccccc1CNC(=O)C1CCN(C(=O)[C@@H]2Cc3ccccc3CN2)CC1,105,104,101,18,103,32,106,4
CC(C)CC(c1nnnn1C(C)C)N1CCN(c2ccccc2)CC1 (stereo not drawn),106,106,108,5,108,8,107,1
COC(=O)Cc1ccc(NC(=S)N2CCN(c3ccc(OC)cc3)CC2)cc1,103,100,103,29,94,5,103,3
COc1ccc(CCNC(=O)C2CCN(S(=O)(=O)N3CCOCC3)CC2)cc1OC,/,94,105,10,94,5,97,0
CCOC(=O)N1CCC(N(CCN(C)C)C(=S)Nc2cc(C)cc(C)c2)CC1,98,94,96,26,95,5,97,1
Cc1ccc(CN2CCC(n3nccc3NC(=O)C3CCOC3)CC2)cc1 (stereo not drawn),107,104,/,5,95,-2,115,0
CN(CC(=O)Nc1ccccc1Cl)C(=O)c1cc(-c2cccs2)nn1-c1ccccc1,96,100,90,9,99,-14,96,3
Cc1cccc(N2CC(C(=O)Nc3nnc(SCCC4OCCO4)s3)CC2=O)c1 (stereo not drawn),97,105,94,-7,117,10,100,1
Cc1ccnc(NS(=O)(=O)c2ccc(NS(=O)(=O)c3ccc(Br)cc3)cc2)n1,104,103,103,2,95,3,108,0
CCCOC(=O)c1cc(NC(=O)/C=C/c2ccccc2)ccc1O,91,95,87,0,102,2,99,0

# Brought forward from above: 4 compounds, then new ones.
SMILES,RPL19A TOR yeast,AGP1 TOR yeast,CIT2 TOR yeast,VLA-4 inh,LAP4-GFP MLPCN,JMJD2C inh,MEP2-GFP yeast,GRK2 inh
CN(CC(=O)Nc1ccccc1Cl)C(=O)c1cc(-c2cccs2)nn1-c1ccccc1,96,100,90,9,99,-14,96,3
Cc1cccc(N2CC(C(=O)Nc3nnc(SCCC4OCCO4)s3)CC2=O)c1 (stereo not drawn),97,105,94,-7,117,10,100,1
Cc1ccnc(NS(=O)(=O)c2ccc(NS(=O)(=O)c3ccc(Br)cc3)cc2)n1,104,103,103,2,95,3,108,0
CCCOC(=O)c1cc(NC(=O)/C=C/c2ccccc2)ccc1O,91,95,87,0,102,2,99,0
O=C(NCc1ccccn1)C(=O)NCC(c1ccco1)N1CCOCC1 (stereo not drawn),101,112,108,11,109,0,101,2
C#CCNC(=O)C1=C[C@@H](c2ccccc2)[C@H](CCCO)[C@@H](OCC)O1,99,82,71,17,130,-1,97,0
CCC(C)[C@H](NC(=O)N1CC(=O)Nc2ccccc21)C(=O)N[C@H](Cc1ccccc1)C(=O)O (stereo partly drawn),101,106,99,-10,102,i,107,0
O=C(c1cc(-c2ccc(Br)cc2)n[nH]1)N1CCN(C(=O)c2ccccc2Br)CC1,94,95,101,-2,88,/,93,0
COc1ccc(S(=O)(=O)N2CCOCC2)cc1NC(=O)COc1ccc(C)cc1,96,90,99,3,89,3,92,0
CCOC(=O)Cn1c(-c2ccc(Cl)nc2)nc2ccccc21,99,102,113,4,99,19,106,1
NNC(=O)c1cc(O)c(O)c(O)c1,93,94,93,12,100,26,94,13
C/C(CC(=O)Nc1ccccn1)=N\NC(=O)c1ccccc1,106,107,102,-12,93,7,96,0
CCCCCCCCCCOC(=O)C[N+](C)(C)C/C=C(/C)Cl,113,102,100,2,104,-15,99,0
